Tcruzi prolif: inhibitors of T. cruzi proliferation; T. cruzi beta-gal in NIH3T3, GalScreen luminescence, 90 h; inhibition, % at 8.34 µM; 77,000 compounds, 5.9% hits; AID 624255;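 active = mean inhibition above about 93%, with at least 55% of replicates each passing it, limit read from the data, passing the limit was not always enough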
C diff HTS: inhibitors of Clostridium difficile growth. 86,000 compounds, 0.25% hits. growth activity, negative = inhibition, % at 16 µg/mL (by protocol). Clostridium difficile clinical isolate growth, OD600, 24 h; hits give low values;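 active = mean growth activity at or below -80% and every replicate also at or below -80%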;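 note: 0% = DMSO wells and -100% = levofloxacin 16 µg/mL wells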
GASC1 inh: blocks human GASC-1 (KDM4C) demethylase activity; Q9H3R0; 96,000 compounds, 0.15% hits; AID 720574; GST-KDM4C 2-372, H3K9me3 peptide, LANCE TR-FRET; inhibition, % at 12.5 µM;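 active = mean replicate inhibition above about 25%, with at least 55% of replicates also reaching it, limit read from the data, passing the limit was not always enough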
Target sequence (Q9H3R0 2-372 limits assumed): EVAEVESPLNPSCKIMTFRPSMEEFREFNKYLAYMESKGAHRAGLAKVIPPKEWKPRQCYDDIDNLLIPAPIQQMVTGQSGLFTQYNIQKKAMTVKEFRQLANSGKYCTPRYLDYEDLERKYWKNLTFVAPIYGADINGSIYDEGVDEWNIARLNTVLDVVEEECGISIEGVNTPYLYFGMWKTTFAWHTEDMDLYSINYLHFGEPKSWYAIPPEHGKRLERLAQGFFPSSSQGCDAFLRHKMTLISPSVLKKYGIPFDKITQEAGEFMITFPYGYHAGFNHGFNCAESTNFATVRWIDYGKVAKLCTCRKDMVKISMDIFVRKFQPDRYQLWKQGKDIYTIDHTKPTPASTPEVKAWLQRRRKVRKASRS
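Test system: N-terminal GST-fused human GASC-1 (KDM4C) fragment, residues 2-372; quantity: GASC-1 enzyme at 10 nM final in reaction; dosing: single dose; schedule: 30 min demethylation and 1 h detection at room temperature; signal: LANCE TR-FRET, excitation 340 nm, emissions 618 and 671 nm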
Pf Dd2 inh: P. falciparum Dd2 growth inhibition; SYBR Green, 72 h; hits give low values; activity change, % at 10 µM; 94,000 compounds, 2.3% hits; in the data active = activity change below about -80%
Active calls of the source: *; . = no result given; & = joins results of further samples.

Preview (10 entries):
#	compound	Tcruzi prolif	C diff HTS	GASC1 inh	Pf Dd2 inh
1	C[C@H](CO)N1C[C@H](C)[C@H](CN(C)S(=O)(=O)c2ccc(Cl)cc2)Oc2c(NS(=O)(=O)c3ccccc3)cccc2C1=O	56	2	0.7	12
2	O=C(Cc1ccccn1)N1CC(=O)N2[C@H](CO)[C@H](c3ccc(C#CC4CCCC4)cc3)[C@@H]2C1	.	-4	0.4	-16
3	C[C@@H]1CN([C@@H](C)CO)C(=O)Cc2cc(NS(=O)(=O)c3ccc(F)cc3)ccc2O[C@@H]1CN(C)CC1CC1	.	-5	-0.1	-16
4	CC(C)(O)C#Cc1ccc([C@H]2[C@H]3CN(S(C)(=O)=O)CCCCN3[C@H]2CO)cc1	81	-4	1.2	-10
5	C[C@@H]1CCCCO[C@H](CN(C)S(=O)(=O)c2ccc(F)cc2)[C@@H](C)CN([C@@H](C)CO)C(=O)c2cc(NC(=O)C3CCCCC3)ccc2O1	75	1	-1.0	-75
6	C[C@@H]1CCCCO[C@@H](CN(C)Cc2ccc3c(c2)OCO3)[C@@H](C)CN([C@@H](C)CO)C(=O)c2cc(NC(=O)C3CCCCC3)ccc2O1	76	0	0.6	-55
7	C[C@@H]1CCCCO[C@H](CN(C)C(=O)Nc2ccccc2)[C@@H](C)CN([C@H](C)CO)C(=O)c2cc(NC(=O)Nc3ccc4c(c3)OCO4)ccc2O1	24	-1	-0.4	5
8	Cc1noc(C)c1NC(=O)Nc1cccc2c1O[C@@H](CN(C)C(=O)NC(C)C)[C@@H](C)CN([C@H](C)CO)C2=O	12	-2	0.3	32
9	Cc1noc(C)c1NC(=O)N(C)C[C@H]1Oc2ccc(NS(=O)(=O)c3cn(C)cn3)cc2C(=O)N([C@H](C)CO)C[C@H]1C	-1	.	0.5	22
10	COCC(=O)Nc1ccc2c(c1)[C@H]1C[C@H](CC(=O)OC)O[C@@H](CO)[C@H]1O2	13	-2	-1.6	21

The list itself (from the top)
#	compound	Tcruzi prolif	C diff HTS	GASC1 inh	Pf Dd2 inh
1	C[C@H](CO)N1C[C@H](C)[C@H](CN(C)S(=O)(=O)c2ccc(Cl)cc2)Oc2c(NS(=O)(=O)c3ccccc3)cccc2C1=O	56	2	0.7	12
2	O=C(Cc1ccccn1)N1CC(=O)N2[C@H](CO)[C@H](c3ccc(C#CC4CCCC4)cc3)[C@@H]2C1	.	-4	0.4	-16
3	C[C@@H]1CN([C@@H](C)CO)C(=O)Cc2cc(NS(=O)(=O)c3ccc(F)cc3)ccc2O[C@@H]1CN(C)CC1CC1	.	-5	-0.1	-16
4	CC(C)(O)C#Cc1ccc([C@H]2[C@H]3CN(S(C)(=O)=O)CCCCN3[C@H]2CO)cc1	81	-4	1.2	-10
5	C[C@@H]1CCCCO[C@H](CN(C)S(=O)(=O)c2ccc(F)cc2)[C@@H](C)CN([C@@H](C)CO)C(=O)c2cc(NC(=O)C3CCCCC3)ccc2O1	75	1	-1.0	-75
6	C[C@@H]1CCCCO[C@@H](CN(C)Cc2ccc3c(c2)OCO3)[C@@H](C)CN([C@@H](C)CO)C(=O)c2cc(NC(=O)C3CCCCC3)ccc2O1	76	0	0.6	-55
7	C[C@@H]1CCCCO[C@H](CN(C)C(=O)Nc2ccccc2)[C@@H](C)CN([C@H](C)CO)C(=O)c2cc(NC(=O)Nc3ccc4c(c3)OCO4)ccc2O1	24	-1	-0.4	5
8	Cc1noc(C)c1NC(=O)Nc1cccc2c1O[C@@H](CN(C)C(=O)NC(C)C)[C@@H](C)CN([C@H](C)CO)C2=O	12	-2	0.3	32
9	Cc1noc(C)c1NC(=O)N(C)C[C@H]1Oc2ccc(NS(=O)(=O)c3cn(C)cn3)cc2C(=O)N([C@H](C)CO)C[C@H]1C	-1	.	0.5	22
10	COCC(=O)Nc1ccc2c(c1)[C@H]1C[C@H](CC(=O)OC)O[C@@H](CO)[C@H]1O2	13	-2	-1.6	21
11	COc1cccc(CNC(=O)C[C@@H]2CC[C@@H](NC(=O)C3CCOCC3)[C@@H](CO)O2)c1	-19	-1	-0.5	1
12	C/C=C/c1ccc(C2[C@@H]3CN(C(=O)Nc4ccccc4F)C[C@H]2N3)cc1 (stereo partly specified)	.	5&9	0.9&-0.8	-15&-8
13	CCCN1C[C@@H](C)[C@H](OC)CN(C)C(=O)c2ccc(NC(=O)c3cccc(F)c3)cc2OC[C@@H]1C	39	.	0.1	-34
14	COC(=O)C[C@H]1C[C@H]2c3cc(NC(=O)Nc4ccc(OC)cc4)ccc3O[C@H]2[C@H](CO)O1	6	-31	-2.0	-10
15	C[C@@H]1CN([C@H](C)CO)C(=O)c2cc(NC(=O)Cn3cnnn3)ccc2O[C@@H]1CN(C)Cc1ccc(-c2ccccc2)cc1	31	-9	-0.1	4
16	O=C(c1ccncc1)N1CC2(C1)[C@@H](c1ccccc1)[C@H](CO)N2C(=O)CC1CC1	.	7	-0.4	-1
17	CCC(=O)N(CC)C[C@H]1[C@H](c2ccccc2)[C@@H](CO)N1C(C)=O	83	0	0.6	4
18	Cc1ccc(S(=O)(=O)Nc2ccc3c(c2)C(=O)N([C@@H](C)CO)C[C@H](C)[C@H](CN(C)Cc2ccncc2)O3)cc1	-4	1	17	5
19	C[C@@H]1CCCCO[C@@H](CN(C)Cc2ccncc2)[C@@H](C)CN([C@@H](C)CO)C(=O)c2cc(NS(=O)(=O)c3cn(C)cn3)ccc2O1	-55	1	2.0	29
20	C[C@H]1CN([C@@H](C)CO)C(=O)Cc2cc(NC(=O)C3CC3)ccc2O[C@@H]1CN(C)S(=O)(=O)c1ccc(F)cc1	15	-1	4.8	-33

Only Pf Dd2 inh, for 2 of the compounds above:
| entry | structure | Pf Dd2 inh |
| --- | --- | --- |
| 3 | C[C@@H]1CN([C@@H](C)CO)C(=O)Cc2cc(NS(=O)(=O)c3ccc(F)cc3)ccc2O[C@@H]1CN(C)CC1CC1 | -16 |
| 4 | CC(C)(O)C#Cc1ccc([C@H]2[C@H]3CN(S(C)(=O)=O)CCCCN3[C@H]2CO)cc1 | -10 |

(continued)
#	compound	Tcruzi prolif	C diff HTS	GASC1 inh	Pf Dd2 inh
21	O=C(C[C@H]1CC[C@H](NC(=O)c2ccc(F)cc2)[C@@H](CO)O1)NCc1ccncn1	8	5	8.5	18
22	C[C@@H](O)C#Cc1ccc([C@H]2[C@@H](CO)N3CCCCN(C(=O)c4cccc(F)c4)C[C@@H]23)cc1	100*	-2	-0.8	35
23	N#C[C@H]1[C@H](c2ccc(-c3cccnc3)cc2)[C@H](CO)N1C(=O)C1CC1	91	7	1.8	1
24	COc1ccccc1-c1ccc2c(c1)[C@H]1[C@H](CCN1C(=O)C1CCC1)[C@H](CO)N2	.	-3	-0.5	-78
25	CN(C)C(=O)C[C@H]1CC[C@@H]2[C@@H](COc3ccc(NC(=O)c4ccc(F)c(F)c4)cc3C(=O)N2C)O1	-16	0	0.2	-5
26	Cc1ccc(S(=O)(=O)Nc2ccc3c(c2)C(=O)N([C@H](C)CO)C[C@H](C)[C@H](CN(C)C(=O)Nc2cccc4ccccc24)OCCCC[C@H](C)O3)cc1	92	-4	-0.3	-67
27	C[C@@H]1CN([C@H](C)CO)S(=O)(=O)c2ccc(C#CC3CC3)cc2O[C@H]1CN(C)C(=O)c1cccnc1	23	-3	0.5	-6
28	CNC[C@H]1OCCCC[C@H](C)Oc2ccc(NC(=O)Nc3cccc4ccccc34)cc2C(=O)N([C@@H](C)CO)C[C@@H]1C	-25	2	-0.5	11
29	CCCNC(=O)N(C)C[C@H]1Oc2ncc(C#C[C@H](C)O)cc2C(=O)N([C@H](C)CO)C[C@@H]1C	-4	4	6.0	26
30	CO[C@@H]1CN(C)C(=O)c2cc(NS(=O)(=O)c3ccccc3C)ccc2OC[C@@H](C)N(S(=O)(=O)c2ccccc2)C[C@H]1C	28	.	-1.7	-57
31	C[C@@H]1CN([C@H](C)CO)C(=O)c2cc(N(C)C)ccc2O[C@@H](C)CCCCO[C@@H]1CN(C)C(=O)NC1CCCCC1	72	-6	6.7	-79
32	CCCNC(=O)N(C)C[C@H]1Oc2cc(C#C[C@H](C)O)ccc2S(=O)(=O)N([C@@H](C)CO)C[C@H]1C	23	3	-0.1	37
33	CC(C)C(=O)Nc1ccc2c(c1)C(=O)N(C)[C@@H]1CC[C@@H](CC(=O)N[C@@H](C)c3ccccc3)O[C@@H]1CO2	2	-4	-1.4	1
34	C[C@H](CO)N1C[C@H](C)[C@@H](CN(C)Cc2ccncc2)Oc2c(NC(=O)Nc3ccc(F)cc3)cccc2C1=O	24	-7	-0.3	-65
35	CCCNC(=O)N1CC2(C1)CN(C(=O)CC)[C@@H](CO)c1[nH]c3cc(OC)ccc3c12	.	0	1.0	54
36	O=C(c1ccccc1)N1CC2(C1)[C@H](c1ccccc1)[C@@H](CO)N2CC1CC1	.	4	-0.9	-32
37	CCCC#Cc1ccc([C@H]2[C@H]3CN(S(=O)(=O)CC)CCCCN3[C@H]2CO)cc1	50	3	0.8	14
38	C[C@@H]1CN([C@@H](C)CO)C(=O)Cc2cc(NC(=O)Nc3ccc(C(F)(F)F)cc3)ccc2O[C@H]1CN(C)S(=O)(=O)c1cn(C)cn1	-41	-4	-0.9	-24
39	C[C@H](CO)N1C[C@H](C)[C@H](CN(C)Cc2ccncc2)OCCCC[C@H](C)Oc2ccc(NC(=O)Nc3ccc(C(F)(F)F)cc3)cc2C1=O	94	15	3.4	26
40	O=C(C[C@@H]1C=C[C@@H](NC(=O)Nc2ccc(F)cc2)[C@H](CO)O1)NCc1cccc(F)c1	.	6	-0.7	.

Next compounds follow.
#	compound	Tcruzi prolif	C diff HTS	GASC1 inh	Pf Dd2 inh
41	O=C(c1ccncc1)N1CC2(C1)[C@H](c1ccccc1)[C@@H](CO)N2CC1CC1	.	-4	0.3	19
42	CN1CCN(C(=O)C[C@H]2CC[C@@H]3[C@H](COC[C@H](O)CN3C(=O)Cc3ccccc3)O2)CC1	36	4&-4	1.1	11
43	C[C@H]1CN([C@@H](C)CO)C(=O)c2cccc(NC(=O)Nc3cccc4ccccc34)c2O[C@H]1CN(C)Cc1ccc(C(F)(F)F)cc1	95	.	-1.4	-28
44	COc1ccc(S(=O)(=O)N(C)C[C@@H]2Oc3c(NC(=O)NC4CCCCC4)cccc3C(=O)N([C@@H](C)CO)C[C@@H]2C)cc1	-78	.	0.6	-31
45	CCCN(C)C[C@H]1Oc2ncc(-c3cccc(C(=O)N(C)C)c3)cc2C(=O)N([C@@H](C)CO)C[C@H]1C	10	-5	-0.4	-24
46	C[C@@H]1CN([C@@H](C)CO)C(=O)c2cc(NC(=O)C3CC3)ccc2O[C@H]1CN(C)C	15	2	1.4	38
47	O=C(C[C@H]1CC[C@@H]2[C@H](COC[C@@H](O)CN2CCc2ccccc2)O1)NCCCN1CCOCC1	-113	0&-5	0.3	26
48	CCCN(C)C[C@@H]1Oc2ncc(C#CC3CC3)cc2C(=O)N([C@@H](C)CO)C[C@@H]1C	54	7	1.1	-74
49	CO[C@@H]1CN(C)C(=O)c2ccc(NC(=O)c3nc4ccccc4s3)cc2OC[C@H](C)N(Cc2cccnc2)C[C@@H]1C	91	-9	1.7	-83*
50	C/C=C/c1cnc2c(c1)C(=O)N([C@@H](C)CO)C[C@H](C)[C@H](CN(C)C(=O)Nc1c(C)noc1C)O2	32	-1	1.5	-2
